Assay outcomes (PubChem)
NSD2 block = inhibitors of human NSD2, primary screen, biochemical, plate reader, single point; NSD2-SET H3K36me1 DELFIA fluorescence; inhibition, % at 12.5 µM; 0.07% of 44,000 active; in the data active = inhibition above about 54%, passing the limit was not always enough; inconclusive = no clear call, values can overlap the other calls;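 note: inhibitors reduce the monomethyl H3K36 fluorescence signal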
Target sequence (O96028 whole entry, looked up): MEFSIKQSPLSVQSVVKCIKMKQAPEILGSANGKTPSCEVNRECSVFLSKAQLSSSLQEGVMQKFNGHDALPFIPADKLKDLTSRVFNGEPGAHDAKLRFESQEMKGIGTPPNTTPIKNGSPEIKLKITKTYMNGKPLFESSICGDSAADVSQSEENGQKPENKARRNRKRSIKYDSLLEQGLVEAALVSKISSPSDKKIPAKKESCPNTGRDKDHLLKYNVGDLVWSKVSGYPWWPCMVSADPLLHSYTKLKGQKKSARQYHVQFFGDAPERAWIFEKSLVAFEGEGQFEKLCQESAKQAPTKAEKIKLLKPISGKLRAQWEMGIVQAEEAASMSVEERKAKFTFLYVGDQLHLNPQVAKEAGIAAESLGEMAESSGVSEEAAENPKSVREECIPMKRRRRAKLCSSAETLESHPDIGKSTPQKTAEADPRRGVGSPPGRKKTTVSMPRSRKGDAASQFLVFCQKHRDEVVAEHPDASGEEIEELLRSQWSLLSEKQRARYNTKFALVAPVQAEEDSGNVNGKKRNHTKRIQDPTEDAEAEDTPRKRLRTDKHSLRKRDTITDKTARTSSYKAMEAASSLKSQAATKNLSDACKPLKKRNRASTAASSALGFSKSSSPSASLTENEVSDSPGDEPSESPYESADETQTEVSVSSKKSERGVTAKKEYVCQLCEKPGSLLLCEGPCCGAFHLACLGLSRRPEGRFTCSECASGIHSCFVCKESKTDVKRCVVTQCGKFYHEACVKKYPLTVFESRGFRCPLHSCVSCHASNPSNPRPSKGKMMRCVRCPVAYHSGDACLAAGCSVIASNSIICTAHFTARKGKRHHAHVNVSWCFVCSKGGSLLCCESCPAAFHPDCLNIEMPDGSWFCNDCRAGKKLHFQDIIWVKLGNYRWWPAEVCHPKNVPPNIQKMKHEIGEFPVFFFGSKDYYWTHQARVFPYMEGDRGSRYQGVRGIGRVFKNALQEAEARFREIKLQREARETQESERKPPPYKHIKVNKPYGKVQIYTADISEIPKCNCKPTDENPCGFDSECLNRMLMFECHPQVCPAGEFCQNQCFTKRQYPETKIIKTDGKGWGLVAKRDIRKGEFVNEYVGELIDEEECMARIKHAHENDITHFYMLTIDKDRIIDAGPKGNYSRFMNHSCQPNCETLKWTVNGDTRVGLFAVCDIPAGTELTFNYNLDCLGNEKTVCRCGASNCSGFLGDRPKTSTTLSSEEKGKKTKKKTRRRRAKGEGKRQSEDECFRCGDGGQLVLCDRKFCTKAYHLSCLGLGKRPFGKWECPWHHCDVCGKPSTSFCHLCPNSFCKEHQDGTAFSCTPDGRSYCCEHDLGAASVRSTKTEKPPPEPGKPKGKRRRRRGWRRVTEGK
* hit, by the source's call; ? = inconclusive. These rows are one share of the data; rates above refer to the full screens.

No.	smiles	NSD2 block
1	C[C@@H]1CN([C@@H](C)CO)C(=O)Cc2cc(NC(=O)C3CCCCC3)ccc2O[C@H]1CN(C)Cc1ccncc1	2
2	C[C@@H]1CCCCO[C@@H](CN(C)C(=O)Nc2ccc3c(c2)OCO3)[C@H](C)CN([C@@H](C)CO)C(=O)c2cc(NC(=O)Nc3ccc(F)cc3)ccc2O1	-3
3	CC(=O)[C@]12O[C@]3(COC[C@H](c4ccccc4)N3C1=O)[C@@H]1C(=O)N(C)C(=O)[C@@H]12	2
4	COc1ccc(S(=O)(=O)Nc2ccc3c(c2)CC(=O)N([C@H](C)CO)C[C@@H](C)[C@@H](CN(C)C(=O)Nc2ccc4c(c2)OCO4)O3)cc1	?
5	CO[C@@H](CN(C)C(=O)c1cc(Cl)cc(Cl)c1)[C@@H](C)CN(C(=O)Nc1ccc(F)cc1)[C@H](C)CO	6
6	C[C@@H]1CN([C@H](C)CO)C(=O)c2cc(C3=CCCC3)cnc2O[C@H]1CN(C)C(=O)CN(C)C	-2
7	C[C@H]1CN([C@@H](C)CO)C(=O)Cc2cc(NC(=O)C3CCCCC3)ccc2O[C@@H]1CN(C)C(=O)Nc1cccc2ccccc12	2
8	Cc1n[nH]c(C)c1Sc1nccc(-c2cccnc2)n1	-6

Exported as labelled records: part of the list above.
5	CO[C@@H](CN(C)C(=O)c1cc(Cl)cc(Cl)c1)[C@@H](C)CN(C(=O)Nc1ccc(F)cc1)[C@H](C)CO
  NSD2 block: 6

6	C[C@@H]1CN([C@H](C)CO)C(=O)c2cc(C3=CCCC3)cnc2O[C@H]1CN(C)C(=O)CN(C)C
  NSD2 block: -2

Going on with the list.
No.	smiles	NSD2 block
9	Cc1ccc(S(=O)(=O)Nc2ccc3c(c2)C(=O)N([C@@H](C)CO)C[C@H](C)[C@@H](CN(C)C(=O)Nc2ccc4c(c2)OCO4)OCCCC[C@H](C)O3)cc1	6
10	C[C@@H]1CN([C@H](C)CO)S(=O)(=O)c2ccc(C#CC3(O)CCCC3)cc2O[C@H]1CN(C)C(=O)Nc1ccc(F)cc1	-3
11	C[C@H]1CN([C@@H](C)CO)C(=O)c2cc(-c3ccncc3)cnc2O[C@H]1CN(C)S(=O)(=O)c1ccccc1	3
12	COc1ccc(-c2ccc3c(c2)O[C@H](CN(C)Cc2ccccc2C(=O)O)[C@@H](C)CN([C@H](C)CO)S3(=O)=O)cc1	-3
13	C[C@@H]1CCCCO[C@@H](CN(C)CC2CCCCC2)[C@H](C)CN([C@H](C)CO)C(=O)c2cc(NC(=O)Nc3ccc(F)cc3)ccc2O1	9
14	C[C@H]1CN([C@@H](C)CO)C(=O)Cc2cc(NC(=O)CCCCCC(=O)Nc3ccccc3N)ccc2O[C@H]1CN(C)Cc1ccc(Cl)c(Cl)c1	-2
15	Cc1ccc(-c2ccc3c(c2)O[C@@H](CN(C)Cc2cncnc2)[C@H](C)CN([C@H](C)CO)S3(=O)=O)cc1	-1
16	COc1ccc(S(=O)(=O)N(C)C[C@H]2Oc3ccc(NC(=O)C4CCCCC4)cc3C(=O)N([C@@H](C)CO)C[C@@H]2C)cc1	3

Next section, overlapping the part above by 3 compounds.
No.	smiles	NSD2 block
14	C[C@H]1CN([C@@H](C)CO)C(=O)Cc2cc(NC(=O)CCCCCC(=O)Nc3ccccc3N)ccc2O[C@H]1CN(C)Cc1ccc(Cl)c(Cl)c1	-2
15	Cc1ccc(-c2ccc3c(c2)O[C@@H](CN(C)Cc2cncnc2)[C@H](C)CN([C@H](C)CO)S3(=O)=O)cc1	-1
16	COc1ccc(S(=O)(=O)N(C)C[C@H]2Oc3ccc(NC(=O)C4CCCCC4)cc3C(=O)N([C@@H](C)CO)C[C@@H]2C)cc1	3
17	Cc1ccc(S(=O)(=O)Nc2ccc3c(c2)C(=O)N([C@@H](C)CO)C[C@H](C)[C@H](CN(C)S(=O)(=O)c2ccc(C)cc2)OCCCC[C@@H](C)O3)cc1	-3
18	COc1ccc(CN(C)C[C@@H]2Oc3c(NC(=O)Nc4c(C)noc4C)cccc3C(=O)N([C@H](C)CO)C[C@@H]2C)cc1	0
19	C[C@H]1CN([C@@H](C)CO)C(=O)c2cc(N(C)C)ccc2O[C@@H]1CN(C)Cc1ccncc1	7
20	O=C(C[C@H]1CC[C@H](NC(=O)Nc2ccc(F)cc2)[C@H](CO)O1)NCc1cccc(F)c1	5
21	CC(C)NC(=O)N(C)C[C@@H]1OCc2cnnn2CCCC(=O)N([C@H](C)CO)C[C@@H]1C	1
22	C[C@@H]1CN([C@H](C)CO)C(=O)c2cc(NC(=O)CCCCCC(=O)Nc3ccccc3N)ccc2O[C@@H]1CN(C)Cc1ccncc1	2
23	COc1ccc(CN(C)C[C@@H]2Oc3ccc(NS(=O)(=O)c4ccccc4)cc3C(=O)N([C@@H](C)CO)C[C@@H]2C)cc1	2
24	CCCN(C)C[C@@H]1Oc2ncc(C#Cc3ccc(OC)c(OC)c3)cc2C(=O)N([C@H](C)CO)C[C@@H]1C	6
25	C=CCNC(=O)[C@@H]1[C@H]2C(=O)O[C@H](c3ccccc3)[C@H](c3ccccc3)N2[C@H](c2ccccc2OCCO)[C@@]12C(=O)N(C(=O)OCCOC)c1ccc(C#CCCO)cc12	-5
26	C[C@@H]1CN([C@H](C)CO)C(=O)Cc2cc(NC(=O)Nc3ccc(C(F)(F)F)cc3)ccc2O[C@H]1CN(C)CC1CCCCC1	5
27	CC(C)NC(=O)N(C)C[C@@H]1Oc2cc(-c3ccccc3F)ccc2S(=O)(=O)N([C@H](C)CO)C[C@@H]1C	0
28	COc1ccc(C#Cc2ccc3c(c2)O[C@H](CN(C)C(=O)NC2CCCCC2)[C@H](C)CN([C@@H](C)CO)S3(=O)=O)cc1	-2
29	COc1cccc(C#Cc2cnc3c(c2)C(=O)N([C@@H](C)CO)C[C@H](C)[C@H](CN(C)CC2CC2)O3)c1	0
30	C[C@@H]1CN([C@H](C)CO)C(=O)Cc2cc(NC(=O)Cc3cn(C)c4ccccc34)ccc2O[C@H]1CN(C)C(=O)Nc1ccc2c(c1)OCO2	6
31	C[C@H](O)C#Cc1ccc2c(c1)O[C@@H](CN(C)C(=O)c1ccncc1)[C@H](C)CN([C@H](C)CO)S2(=O)=O	5
32	C[C@H](CO)N1C[C@H](C)[C@H](CN(C)Cc2cccc(C(=O)O)c2)Oc2ncc(/C=C/c3ccccc3)cc2C1=O	-4
33	CC(=O)OC1CC2(C)C(CCC3C4(C)CCC(=O)C(C)C4C(O)C(=O)C32C)/C1=C(\CCC=C(C)C)C(=O)O (centres undefined)	3
34	CCCC(O)C#Cc1cnc2c(c1)C(=O)N([C@H](C)CO)C[C@H](C)[C@H](CN(C)S(=O)(=O)c1cccs1)O2 (some centres undefined)	-1
35	COc1ccc(S(=O)(=O)N(C)C[C@@H]2Oc3ccc(NC(=O)CCN4CCOCC4)cc3C(=O)N([C@H](C)CO)C[C@H]2C)cc1	0
36	C[C@H]1CN([C@@H](C)CO)C(=O)c2cc(NS(=O)(=O)c3ccc(F)cc3)ccc2O[C@H]1CN(C)Cc1ccncc1	-2
37	CCCCC(Nc1ncnc2ccccc12)C(=O)O (centres undefined)	4
38	COCC#Cc1ccc2c(c1)O[C@@H](CN(C)S(=O)(=O)c1ccc(OC)cc1)[C@H](C)CN([C@H](C)CO)S2(=O)=O	-29
39	CCN(CC)CCNc1nc(-c2ccco2)c2c(c1C#N)CC(C)(C)OC2	7
40	CC(C)CC#Cc1ccc2c(c1)O[C@@H](CN(C)CC1CC1)[C@@H](C)CN([C@H](C)CO)S2(=O)=O	-5

Three entries out of the list, sorted by length of the SMILES, ascending:
No.	smiles	NSD2 block
40	CC(C)CC#Cc1ccc2c(c1)O[C@@H](CN(C)CC1CC1)[C@@H](C)CN([C@H](C)CO)S2(=O)=O	-5
33	CC(=O)OC1CC2(C)C(CCC3C4(C)CCC(=O)C(C)C4C(O)C(=O)C32C)/C1=C(\CCC=C(C)C)C(=O)O (centres undefined)	3
35	COc1ccc(S(=O)(=O)N(C)C[C@@H]2Oc3ccc(NC(=O)CCN4CCOCC4)cc3C(=O)N([C@H](C)CO)C[C@H]2C)cc1	0

Next structures follow.
No.	smiles	NSD2 block
41	CC(C)NC(=O)N(C)C[C@@H]1OCCCC[C@H](C)Oc2ccc(NC(=O)Nc3ccc(C(F)(F)F)cc3)cc2C(=O)N([C@@H](C)CO)C[C@H]1C	-4
42	COc1ccccc1NC(=O)c1cc2ccccc2c(C=Nc2ccc(NC(C)=O)cc2)c1O	1
43	Cc1ccc(S(=O)(=O)Nc2cccc3c2O[C@@H](CN(C)S(=O)(=O)c2cccs2)[C@@H](C)CN([C@@H](C)CO)C3=O)cc1	-5
44	COc1ccc(NC(=O)Nc2ccc3c(c2)C(=O)N([C@H](C)CO)C[C@@H](C)[C@@H](CN(C)S(=O)(=O)c2c(C)noc2C)OCCCC[C@H](C)O3)cc1	2
45	C[C@H]1CN([C@@H](C)CO)S(=O)(=O)c2ccc(C#CCN(C)C)cc2O[C@H]1CN(C)CC1CC1	5
46	C[C@@H]1CN([C@@H](C)CO)C(=O)c2cc(NC(=O)Cn3cnnn3)ccc2O[C@@H]1CN(C)Cc1ccc(C(=O)O)cc1	-2
47	COc1ccc(-c2ccc3c(c2)O[C@H](CN(C)C(=O)c2ccccc2F)[C@@H](C)CN([C@H](C)CO)S3(=O)=O)cc1	4
48	C[C@@H]1CN([C@@H](C)CO)C(=O)c2cc(NS(C)(=O)=O)ccc2O[C@@H](C)CCCCO[C@H]1CN(C)C(=O)Cc1ccccc1	6
49	C[C@@H]1CN([C@H](C)CO)C(=O)c2cc(NC(=O)Nc3ccc(C(F)(F)F)cc3)ccc2O[C@@H](C)CCCCO[C@@H]1CN(C)S(=O)(=O)c1cccs1	-1
50	Cc1ccc(-c2cnc3c(c2)C(=O)N([C@@H](C)CO)C[C@@H](C)[C@H](CN(C)C(=O)c2cccc(F)c2)O3)cc1	-4
51	C[C@@H]1CN([C@H](C)CO)C(=O)c2cc(NC(=O)Nc3ccccc3)ccc2O[C@@H](C)CCCCO[C@@H]1CN(C)C(=O)Cc1ccccc1	-4
52	COc1cccc2c1C(=O)c1c(O)c3c(c(O)c1C2=O)C[C@@](O)(C(C)=O)C[C@@H]3O[C@H]1C[C@H](N)[C@H](O)[C@H](C)O1	4
53	COCC#Cc1ccc2c(c1)O[C@H](CN(C)S(C)(=O)=O)[C@@H](C)CN([C@@H](C)CO)S2(=O)=O	5
54	Cc1noc(C)c1S(=O)(=O)Nc1ccc2c(c1)C(=O)N([C@H](C)CO)C[C@@H](C)[C@H](CN(C)Cc1ccccc1)O2	8
55	CC(C)NC(=O)Nc1cccc2c1O[C@@H](CN(C)Cc1ccc(C(=O)O)cc1)[C@@H](C)CN([C@@H](C)CO)C2=O	2
56	C/C=C/c1cnc2c(c1)C(=O)N([C@@H](C)CO)C[C@H](C)[C@@H](CN(C)C(=O)Cc1ccccn1)O2	2
57	Cc1ccc(-c2ccc3c(c2)O[C@@H](CN(C)S(C)(=O)=O)[C@H](C)CN([C@@H](C)CO)S3(=O)=O)cc1	-4
58	C[C@@H]1CN([C@H](C)CO)S(=O)(=O)c2ccc(-c3cncnc3)cc2O[C@@H]1CN(C)C(=O)NC1CCCC1	2
59	CC(C)(C)OC(=O)NC1(/C=N/NC(=O)CCCCCC(=O)NO)CCCC1	4
60	O=C1c2ccccc2C2=Nc3ccccc3SC(c3ccsc3)C12 (centres undefined)	-7
61	O=C(CCCCCCC(=O)Nc1ccccc1O)N/N=C/c1c(F)c(F)c(F)c(F)c1F	-3
62	CNC[C@H]1Oc2ccc(NS(=O)(=O)c3c(C)noc3C)cc2C(=O)N([C@@H](C)CO)C[C@H]1C	0
63	C[C@H]1CN([C@@H](C)CO)C(=O)Cc2cc(NC(=O)Nc3cccc4ccccc34)ccc2O[C@@H]1CN(C)Cc1ccc(C(F)(F)F)cc1	-4
64	C[C@H]1CN([C@@H](C)CO)C(=O)Cc2cc(NC(=O)Nc3ccc4c(c3)OCO4)ccc2O[C@@H]1CN(C)Cc1ccc(Oc2ccccc2)cc1	-10
65	CC(C)(C)OC(=O)Nc1cccc(/C=N/NC(=O)CCCCCCC(=O)Nc2ccccc2O)c1	-2
66	COC(=O)c1c(C)oc2ccc(N(C(=O)c3ccccc3)S(=O)(=O)c3cccs3)cc12	1
67	C[C@@H]1CN([C@H](C)CO)C(=O)c2cc(/C=C/c3ccccc3)cnc2O[C@H]1CN(C)S(=O)(=O)c1ccccc1	-4
68	CO[C@@H](CN(C)C(=O)c1cc(Cl)cc(Cl)c1)[C@H](C)CN(C(=O)Nc1ccc(F)cc1)[C@H](C)CO	-1
69	CC1(C)CC[C@]2(C(=O)O[C@@H]3OC[C@H](O[C@@H]4OC[C@H](O)[C@H](O)[C@H]4O)[C@H](O)[C@H]3O)CC[C@]3(C)C(=CCC4[C@@]5(C)C[C@H](O)[C@H](O[C@@H]6O[C@H](C(=O)O)[C@@H](O)[C@H](O[C@@H]7OC[C@H](O)[C@H](O)[C@H]7O)[C@H]6O)[C@@](C)(CO)C5CC[C@]43C)[C@@H]2C1 (some centres undefined)	2
70	C[C@@H]1CN([C@H](C)CO)C(=O)c2cc(-c3ccccc3)cnc2O[C@H]1CN(C)Cc1ccccn1	-5
71	COC(=O)C[C@@H]1C=C[C@@H](NS(=O)(=O)c2ccccc2F)[C@H](CO)O1	-3
72	O=c1c(O)c(-c2ccc(O)c(O)c2)oc2cc(O)cc(O)c12	24
73	Cc1noc(C)c1NC(=O)Nc1ccc2c(c1)CC(=O)N([C@@H](C)CO)C[C@@H](C)[C@@H](CN(C)Cc1ccc(Cl)c(Cl)c1)O2	-7
74	C[C@H](CO)N1C[C@H](C)[C@@H](CN(C)C(=O)NC2CCCCC2)Oc2ncc(C#CCN(C)C)cc2C1=O	-1
75	C[C@@H]1CN([C@@H](C)CO)C(=O)c2cccc(NC(=O)Nc3ccc(C(F)(F)F)cc3)c2O[C@H]1CN(C)Cc1ccccc1	0
76	C[C@@H](NC(=O)C[C@@H]1C[C@@H]2c3cc(NC(=O)c4cccnc4)ccc3O[C@@H]2[C@@H](CO)O1)c1ccccc1	6
77	CC(C)CC#Cc1cnc2c(c1)C(=O)N([C@@H](C)CO)C[C@@H](C)[C@H](CN(C)CC1CCOCC1)O2	21
78	CS(=O)(=O)Nc1ccc2c(c1)[C@H]1C[C@@H](CC(=O)NCC(F)(F)F)O[C@H](CO)[C@H]1O2	-1
